proCasp7 act: procaspase-7 activators, primary screen, counter-screen for procaspase-3 activator project, biochemical, absorbance, HTS, human; Caspase-7 (Homo sapiens), P55210; recombinant procaspase-7, Ac-DEVD-pNA absorbance 405 nm; D23A/D198A/D206A triple mutant, cannot self-cleave; scale: DMSO 0, 5 µM enzyme 100; activation, % at 8.5 µM; 330,000 tested, 0.093% active; AID 463210, 2010;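 active = percent activation above the screen-wide mean plus 3 SD, cut at about 25% in these data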
Target sequence (P55210 whole entry D23A/D198A/D206A): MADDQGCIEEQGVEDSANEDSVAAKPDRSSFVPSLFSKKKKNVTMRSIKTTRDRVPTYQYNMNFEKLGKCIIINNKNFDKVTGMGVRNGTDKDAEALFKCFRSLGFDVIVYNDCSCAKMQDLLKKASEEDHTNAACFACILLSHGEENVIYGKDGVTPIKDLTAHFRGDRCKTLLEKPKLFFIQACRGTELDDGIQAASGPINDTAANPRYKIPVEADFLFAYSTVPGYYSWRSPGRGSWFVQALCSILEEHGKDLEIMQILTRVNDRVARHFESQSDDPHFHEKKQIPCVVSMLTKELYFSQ
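Detection: p-Nitroaniline absorbance at 405 nm, read at 0 and 120 min; system: Uncleavable procaspase-7 mutant enzyme; evaluation: % activation from two-timepoint absorbance difference, scaled to controls; times: 1 h enzyme–compound preincubation and 2 h substrate reaction, both 25 °C; buffer or medium: Zinc-free HEPES pH 7.4 with 300 mM NaCl, 0.01% Triton X-100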
CR mimetic SO: reduction of superoxide in aged yeast, primary screen, HTS; S. cerevisiae aged cells, superoxide DHE fluorescence; active compounds read low; superoxide response (% of plate mean), % at 10 µM; 330,000 tested, 0.18% active;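 active = superoxide response under a set limit, about three screen SD below normal, cut at about 65% in these data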;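 note: yeast aged for seven days with compound at 30 °C before DHE staining; 100% = average MFI of all compound-treated wells on the plate with controls excluded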
JMJD2C inh: inhibitors of GASC-1 histone demethylase, primary screen, biochemical, fluorescence, DELFIA europium. inhibition, % at 2.35 µM. AID 2099, 2009. GST-JMJD2C(1-420) H3K9me3 demethylation. 330,000 tested, 0.069% active. Lysine-specific demethylase 4C (Homo sapiens), Q9H3R0;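 active = more than half of a compound's replicate wells show inhibition beyond 50%, single wells judged on their own value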;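 note: signal counts dimethyl H3K9 product captured on neutravidin plate; 0% = median of DMSO wells and 100% = 0.3 times that DMSO median; strong numbers were not always called active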
Target sequence (Q9H3R0 1-420 limits assumed): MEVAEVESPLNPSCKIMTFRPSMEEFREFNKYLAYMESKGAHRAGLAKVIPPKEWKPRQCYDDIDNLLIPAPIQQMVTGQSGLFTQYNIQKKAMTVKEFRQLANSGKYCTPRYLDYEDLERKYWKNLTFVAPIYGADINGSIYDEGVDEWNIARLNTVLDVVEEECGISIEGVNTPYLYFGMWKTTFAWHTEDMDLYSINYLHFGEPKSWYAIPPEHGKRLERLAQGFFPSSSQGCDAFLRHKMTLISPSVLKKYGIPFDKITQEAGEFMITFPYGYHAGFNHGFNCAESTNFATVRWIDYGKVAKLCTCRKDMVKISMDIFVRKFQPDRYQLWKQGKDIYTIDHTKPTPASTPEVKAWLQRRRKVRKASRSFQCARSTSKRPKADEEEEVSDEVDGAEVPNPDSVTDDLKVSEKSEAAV
AHR act: AHR activators, primary screen, cell-based, luminescence, luciferase reporter, human; AHR-responsive luciferase reporter cells; activation, % at 5 µM; 320,000 tested, 2.5% active; AID 2796, 2010; in the data active = activation above about 47%;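 note: 0% = vehicle wells and 100% = reference agonist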
RPL19A-GFP yeast: RPL19A-GFP expression modulators in yeast, primary screen, cell-based, S. cerevisiae, multiplex flow cytometry, MLPCN; AID 2025, 2009; 330,000 tested, 0.3% active; percent response vs DMSO, % at 10 µM; S. cerevisiae RPL19A-GFP strain, 3 h; active compounds read low;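 active = percent response vs DMSO below 50%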;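 note: median channel GFP fluorescence of the barcoded RPL19A-GFP strain; ratio of sample median GFP to plate DMSO average so 100% = DMSO; lower means less RPL19A-GFP as with rapamycin TOR inhibition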
procasp3 activ: activators of human procaspase-3 D3A mutant, primary screen, biochemical, absorbance, PC-3 D3A mutant, single concentration; recombinant procaspase-3 D3A, Ac-DEVD-pNA absorbance 405 nm; activation, % at 8.5 µM; AID 463141, 2010; 330,000 tested, 0.11% active;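 active = activation above the mean of all tested compounds plus 3 SD, cut at about 21% in these data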;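 note: 0% = DMSO alone and 100% = DMSO wells spiked with extra 5 µM PC-3 D3A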
Target sequence (P42574 whole entry D9A/D28A/D175A): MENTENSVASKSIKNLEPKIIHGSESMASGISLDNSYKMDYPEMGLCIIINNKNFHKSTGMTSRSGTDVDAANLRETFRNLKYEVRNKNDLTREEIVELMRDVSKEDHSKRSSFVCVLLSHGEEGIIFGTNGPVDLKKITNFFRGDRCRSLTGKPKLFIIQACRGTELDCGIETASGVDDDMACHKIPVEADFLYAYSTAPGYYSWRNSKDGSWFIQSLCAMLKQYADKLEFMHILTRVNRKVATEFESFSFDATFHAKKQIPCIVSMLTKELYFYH
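Assay system – Procaspase-3 D3A mutant · Benchmarks – DMSO low control, extra-enzyme high control · Technique – 405 nm absorbance of p-nitroaniline, reads at 0 and 120 min · Doses – 8.5 µM nominal · Measure – % activation between DMSO and enzyme-spiked controls · Also added – Ac-DEVD-pNA chromogenic peptide substrate · Schedule – 1 h compound preincubation, 2 h substrate hydrolysis at 25 °C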
MEP2-GFP yeast: modulators of MEP2-GFP levels in yeast, primary screen, S. cerevisiae, multiplex flow cytometry, MLPCN library; S. cerevisiae MEP2-GFP strain, 3 h; 100% = DMSO control level; GFP response vs DMSO, % at 10 µM; 330,000 tested, 0.51% active; AID 2016, 2009;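 active = GFP response versus DMSO above a set limit, roughly screen mean plus 3 SD, cut at about 180% in these data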;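 note: median GFP fluorescence of the barcode-gated MEP2-GFP cells per well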
LAP4-GFP MLPCN: modulators of LAP4-GFP expression in yeast, primary screen, S. cerevisiae, multiplex flow cytometry, MLPCN library; 3 h; median GFP as percent of DMSO wells; GFP response vs DMSO, % at 10 µM; 320,000 tested, 0.34% active; AID 2023, 2009;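 active = GFP response vs DMSO above a set limit, about the screen mean plus 3 SD, cut at about 150% in these data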
Numbers without * were called inactive; i = inactive; nt = no result given.

SMILES	proCasp7 act	CR mimetic SO	JMJD2C inh	AHR act	RPL19A-GFP yeast	procasp3 activ	MEP2-GFP yeast	LAP4-GFP MLPCN
CC(C)Cn1c(SCC(=O)NCc2ccco2)nnc1-c1ccncc1	-1	94	22	-1	101	2	108	101
CC(NC(=O)C(=S)N1CCN(C)CC1)c1ccccc1 (centres undefined)	-9	104	-17	-1	98	1	93	94
Cc1[nH]c2ccccc2c1SCCNC(=O)c1ccc(S(=O)(=O)N2CCCC2)cc1	3	85	33	9	101	-3	99	101
COc1ccc(Cl)cc1NC(=O)CN(C)C(=O)c1cc2c(s1)CCC(C)C2 (centres undefined)	0	107	-11	2	94	5	95	93
COc1ccc(OC)c(C(=O)NC(CC(N)=O)c2ccc(NCC3CC3)c([N+](=O)[O-])c2)c1 (centres undefined)	2	113	1	-2	99	-6	90	118
COCCCN1C(=O)C(=O)/C(=C(/O)c2ccc3c(c2)OCCO3)C1c1ccc(C(=O)OC)cc1 (centres undefined)	-33	107	-17	6	106	-7	110	106
O=C1c2ccccc2C(=O)c2c(Nc3ccc(CCO)cc3)ccc(O)c21	7	116	-1	69*	111	-7	101	84
CC(C#N)Sc1ccc(S(=O)(=O)N2CCCC2)cn1 (centres undefined)	-9	96	6	0	95	3	95	100
Cc1ccccc1S(=O)(=O)Nc1ncnc2scc(-c3ccccc3)c12	2	95	-28	5	101	12	90	96
N#Cc1ccccc1S(=O)(=O)N1CCN(CC(=O)Nc2ccccc2C(=O)NC2CC2)CC1	-4	74	10	1	98	6	97	106
CCC1CCCCN1CC(=O)c1c(C)[nH]c2ccccc12 (centres undefined)	4	100	-1	7	101	-3	110	110
CCc1ccc(S(=O)(=O)/N=C2\C=C(Nc3ccc(O)cc3)C(=O)c3ccccc32)cc1	2	104	-13	16	104	-2	103	98
O=C(Nc1ccccc1Cl)N1CCN(c2ccc3nncn3n2)CC1	-1	95	5	-2	99	2	97	97
COc1ccc(-c2cc(C(=O)OC3CCOC3=O)c3ccccc3n2)cc1OC (centres undefined)	28*	131	-2	6	98	27*	102	101
COc1ccc(C2N(C(=O)C(F)(F)F)C(C)CN2S(=O)(=O)c2ccc(C)cc2)cc1 (centres undefined)	3	98	-16	4	106	-3	103	91
COCCNC(=O)CN1CCOc2ccccc21	3	106	4	6	97	1	93	98
COc1ccc(CCNS(=O)(=O)c2ccc(-c3ccc(=O)[nH]n3)o2)cc1OC	-6	91	-15	4	97	5	99	98
O=C(COC(=O)c1ccccc1-c1nc2ccccc2s1)Nc1ccccc1C(F)(F)F	-2	101	-8	-1	102	0	104	83
O=C(c1cc2ccccn2n1)N1CCN(c2cccc(C(F)(F)F)c2)CC1	-2	105	72	-2	100	2	106	104
CCOC(=O)N1CCC(Nc2ccc(N3C(=O)C4CCCCC4C3=O)cc2[N+](=O)[O-])CC1 (centres undefined)	1	115	-1	2	95	10	99	104
Nc1nc(N)c(C=Nc2ccc(Br)cc2)c(Nc2ccc(Br)cc2)n1	-7	102	-26	99*	107	0	104	91
O=C(Nc1cccc(Cl)c1)Nc1ccccc1C(=O)NCc1ccco1	-3	108	6	25	93	-6	97	98
Cc1cccc2cc(CN(Cc3ccccc3)C(=S)NCCCN(C)C)c(=O)[nH]c12	4	94	-5	0	91	-3	103	103
CC(C)c1onc(C(=O)NCc2ccccc2)c1[N+](=O)[O-]	0	92	-1	1	109	1	110	94
Cc1ccc(NC(=O)c2oc3ccc(S(=O)(=O)N4CCOCC4)cc3c2C)cc1C	-7	81	55	5	98	8	96	98

2 neighbouring records out of the list so far, quoted:
SMILES	proCasp7 act	CR mimetic SO	JMJD2C inh	AHR act	RPL19A-GFP yeast	procasp3 activ	MEP2-GFP yeast	LAP4-GFP MLPCN
CC(C)Cn1c(SCC(=O)NCc2ccco2)nnc1-c1ccncc1	-1	94	22	-1	101	2	108	101
CC(NC(=O)C(=S)N1CCN(C)CC1)c1ccccc1 (centres undefined)	-9	104	-17	-1	98	1	93	94

New compounds follow
SMILES	proCasp7 act	CR mimetic SO	JMJD2C inh	AHR act	RPL19A-GFP yeast	procasp3 activ	MEP2-GFP yeast	LAP4-GFP MLPCN
S=c1[nH]nc(COc2ccccc2)n1/N=C/c1ccncc1	9	115	-7	1	102	-8	104	94
O=C(c1cccs1)N1CCCC(N2CCN(c3ccc(F)cc3)CC2)C1 (centres undefined)	1	82	-5	-1	99	4	91	82
CCc1noc(C)c1C(=O)Nc1cc(S(=O)(=O)N2CCOCC2)ccc1OCC(F)(F)F	5	89	2	-2	112	-1	97	122
O=C(COC(=O)Cc1ccc(F)cc1)NC1CCCCC1	7	94	nt	-1	96	7	92	95
CSC1=NCCN1C(=O)C12CC3CC(CC(C3)C1)C2	4	100	-5	0	97	1	102	103
O=C1CC(=C2c3ccccc3-c3ccccc32)C(=O)N1CCN1CCN(c2cccc(Cl)c2)CC1	0	154	1	3	101	4	106	108
C/C=C/c1ccc(OCC(=O)Nc2cc(Cl)ccc2-n2cncn2)c(OC)c1	9	94	1	3	102	3	108	119
COc1cccc(OCCOc2c(OC)cccc2OC)c1	6	99	-25	-1	89	3	86	99
O=C(Nc1ccc2c(c1)OCO2)c1cnc2n(c1=O)CCS2	-7	107	-6	4	104	7	114	112
Fc1cc(Cl)ccc1NC1=NCCCCC1	0	108	-11	1	112	1	113	106
COc1ccc(S(=O)(=O)NC2CC(=O)N(c3ccc(C)c(C)c3)C2)cc1 (centres undefined)	12	95	29	-3	88	-2	88	93
CC1=CC(C)(C)N(C(=O)CCl)c2cc(C)ccc21	3	104	-1	2	95	5	99	97
Cc1ccc(Nc2c(-c3ccccc3O)nc3cnccn23)cc1	0	98	-4	0	86	-1	100	103
Cc1cc(C)n2nc(SC3CCCCN(C(=O)c4ccc(F)cc4)C3=O)nc2n1 (centres undefined)	-4	108	-11	-1	95	-6	91	87
CC1(C)Oc2ccc3ccc(=O)oc3c2/C(=C/NNC(N)=S)C1=O	2	118	1	4	102	-5	106	102
O=C(Cc1ccccc1)NN1C(=O)/C(=C/c2ccccc2C(=O)O)SC1=S	-11	110	2	2	104	-6	108	89
CCOC(=O)C1=C(Nc2ccccc2)CC(C)(O)C(C(=O)OCC)C1c1ccc(Br)cc1 (centres undefined)	10	79	-3	-1	101	0	91	74
COc1cccc(NC(=O)Nc2cccs2)c1	1	110	4	11	97	1	100	106
O=C(NCCc1ccccc1)c1ccccc1NC(=O)C1CC=CCC1C(=O)O (centres undefined)	-6	94	-5	3	99	-6	102	105
Cc1ccc(C(=O)OC(C)CN2CCOCC2)cc1 (centres undefined)	-4	117	5	0	99	-4	97	102
O=C(O)c1n[nH]nc1-c1ccccc1	-7	101	-14	-2	107	4	100	100
CCC1CCc2sc(C(=O)NC3CCN(Cc4ccccc4)CC3)cc2C1 (centres undefined)	8	87	0	0	100	-3	100	103
COc1ccc(NC(=S)N(Cc2ccc(Cl)cc2)Cc2ccc(C(=O)O)cc2)cc1Cl	-15	119	-6	-4	91	-2	89	99
COc1ccccc1N(C)S(=O)(=O)c1ccc(C(=O)OCC(=O)NCc2ccco2)cc1	3	102	-2	0	100	3	109	99
COC(=O)CSC1=NS(=O)(=O)c2ccccc21	-4	85	-16	2	82	1	90	146
SMILES	proCasp7 act	CR mimetic SO	JMJD2C inh	AHR act	RPL19A-GFP yeast	procasp3 activ	MEP2-GFP yeast	LAP4-GFP MLPCN
O=C(CCCC(=O)N(CC(=O)NC1CCCC1)Cc1ccccc1Cl)Nc1ccccn1	-3	111	i	2	97	4	97	101
COC(CN(C)S(=O)(=O)c1cc2c3c(c1)CCN3C(=O)CC2)OC	5	86	-4	0	98	-2	101	96
COCCN(C(=O)CCC(=O)Nc1nccs1)C(C(=O)NCCC(C)C)c1ccc(F)cc1 (centres undefined)	6	93	nt	-2	103	0	100	96
Cc1cc(C)n2ncc(C(=O)NC3CCCCC3)c2n1	3	104	7	10	105	-1	109	90
CCC1(C)Cc2ccccc2-c2nc(NCCCO)n(-c3ccccc3)c(=O)c21 (centres undefined)	11	100	-1	1	97	-4	102	93
COc1cccc(C2/C(=C(/O)c3ccccc3)C(=O)C(=O)N2Cc2ccco2)c1 (centres undefined)	0	111	4	0	100	-4	92	112
CCOC(=O)Cn1nc(C)n(-c2cccc(Cl)c2)c1=O	-7	106	-10	2	107	13	103	106
O=C(Nc1cc([N+](=O)[O-])ccc1N1CCCC1)c1ccco1	-5	103	nt	0	106	2	98	98
Cc1cc(C)n(-c2ccc(C(=O)N3CCc4ccccc43)cc2)n1	-1	112	-4	-3	97	0	105	108
CCOC(=O)Nc1ccc2c(c1)N(C(=O)N1CCN(C)CC1)c1ccccc1S2	-6	99	-7	2	101	9	102	96
CC(C)(C)c1ccc(NC(=O)CNC2CCCc3ccccc32)cc1 (centres undefined)	3	90	9	4	102	4	100	91
Cc1noc(C)c1COc1ccc(C(=O)N2CCN(S(=O)(=O)c3cccc(F)c3)CC2)cc1	8	95	4	-2	100	0	104	104
Cc1ccc(C(=O)C2=C(O)C(=O)N(CCCN(C)C)C23C(=O)N(C)c2ccccc23)o1 (centres undefined)	-7	86	15	1	98	-6	99	101
Cc1ccc(N2CC(C(=O)Nc3cc(C(F)(F)F)ccc3N3CCCC3)CC2=O)cc1 (centres undefined)	-9	105	-42	3	93	-11	80	81
COc1ccccc1/C=C/C=N/n1c(-c2ccccn2)n[nH]c1=S	-3	94	0	3	100	9	105	104
COc1ccc(CC(=O)N2CCc3cc(OC)c(OC)cc3C2C)c(OC)c1 (centres undefined)	11	i	-7	2	103	2	103	101
O=C(CSc1nc2ccccc2o1)c1ccccc1	1	108	0	-6	88	12	84	83
COc1cccc(CNc2ncc(Br)cc2Br)c1O	1	102	4	1	93	8	107	122
O=C(O)c1cccc(-n2cnnn2)c1	6	93	nt	-1	104	5	108	98
C[C@H](CO)N1C[C@H](C)[C@@H](CN(C)Cc2ccc3c(c2)OCO3)Oc2c(NC(=O)Cc3ccccc3)cccc2C1=O	4	90	nt	1	95	0	95	108
Cc1cccc(C)c1OCc1nnc(SCC(=O)Nc2ccccc2F)o1	-1	100	1	1	98	6	109	111
COc1ccc(Cl)cc1NC(=O)CCCC(=O)c1ccccc1	3	97	3	2	105	6	108	97

Grouped by structure: the compounds so far containing an aryl thioether with sulfur outside any ring (6)
SMILES	proCasp7 act	CR mimetic SO	JMJD2C inh	AHR act	RPL19A-GFP yeast	procasp3 activ	MEP2-GFP yeast	LAP4-GFP MLPCN
CC(C)Cn1c(SCC(=O)NCc2ccco2)nnc1-c1ccncc1	-1	94	22	-1	101	2	108	101
Cc1[nH]c2ccccc2c1SCCNC(=O)c1ccc(S(=O)(=O)N2CCCC2)cc1	3	85	33	9	101	-3	99	101
CC(C#N)Sc1ccc(S(=O)(=O)N2CCCC2)cn1 (centres undefined)	-9	96	6	0	95	3	95	100
Cc1cc(C)n2nc(SC3CCCCN(C(=O)c4ccc(F)cc4)C3=O)nc2n1 (centres undefined)	-4	108	-11	-1	95	-6	91	87
O=C(CSc1nc2ccccc2o1)c1ccccc1	1	108	0	-6	88	12	84	83
Cc1cccc(C)c1OCc1nnc(SCC(=O)Nc2ccccc2F)o1	-1	100	1	1	98	6	109	111

Screening results from PubChem.
